OX1R antag-1 = antagonists of human orexin 1 receptor (OX1R); AID 485270; 1.8% of 330,000 active; inhibition, % at 6.6 µM; O43613; OX1R-expressing cells, FRET antagonist read-out; in the data active means inhibition mostly above about 38%, no sharp cut-off; inactive means mostly below about 40%;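 further: 0% = agonist challenge alone and 100% = reference antagonist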
Target sequence (O43613 whole entry, looked up): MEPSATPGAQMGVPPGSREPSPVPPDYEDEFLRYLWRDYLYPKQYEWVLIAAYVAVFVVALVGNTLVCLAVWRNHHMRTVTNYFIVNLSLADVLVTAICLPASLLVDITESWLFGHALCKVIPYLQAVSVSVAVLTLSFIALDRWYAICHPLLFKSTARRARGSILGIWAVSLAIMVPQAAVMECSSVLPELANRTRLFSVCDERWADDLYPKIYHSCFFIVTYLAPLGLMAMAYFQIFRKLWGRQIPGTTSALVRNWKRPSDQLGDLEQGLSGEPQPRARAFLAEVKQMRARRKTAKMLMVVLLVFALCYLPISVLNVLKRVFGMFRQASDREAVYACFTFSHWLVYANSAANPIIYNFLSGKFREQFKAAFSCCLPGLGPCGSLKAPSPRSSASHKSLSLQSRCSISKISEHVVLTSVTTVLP
OX1R antag-2 = antagonists of human orexin 1 receptor. O43613. inhibition, % at 5 µM. AID 434989. CHO/OX1R cells, Fluo-8 calcium fluorescence, orexin A. 0.43% of 330,000 active;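 active means inhibition above its plate's threshold, mean inhibition of all tested compounds on the plate plus 3 SD, cut at about 37% in these data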;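 further: 0% = orexin A challenge wells and 100% = SB-334867-A antagonist wells; not every result past the cut was called active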
An asterisk follows results filed as active.

| OX1R antag-1 | OX1R antag-2 | Compound |
| --- | --- | --- |
| -0.4 | -4.8 | Cc1ccccc1-c1nc(CS(=O)(=O)CC(=O)NCCN2CCOCC2)c(C)o1 |
| 62.4* | 7.8 | COc1c2ccoc2c(OC[C@@H](O)C(C)(C)O)c2oc(=O)ccc12 |
| 4.9 | -44.8 | COCCN(Cc1cc2cc(C)ccc2[nH]c1=O)S(=O)(=O)c1ccc(Cl)cc1 |
| 0.9 | 2.2 | CC(C)(C)C(=O)/C(C#N)=C/c1cccs1 |
| 3.7 | -16.7 | Cc1cc(C)c2nc(NNC(=O)c3ccc(S(=O)(=O)N4CCCC(C)C4)cc3)sc2c1 (centres undefined) |
| 14.0 | -18.9 | Cc1ccccc1C(=O)NC(=S)Nc1ccc(Cc2ccncc2)cc1 |
| 16.7 | 4.9 | COCc1nnc(NC(=O)c2ccc(NC(=O)C(C)C)cc2)s1 |
| 9.6 | -9.1 | CC(C)N(Cc1ccccc1)S(=O)(=O)c1cccs1 |
| 5.1 | -6.6 | C=CC[C@@H](CC(=O)NCCO)C(=O)N[C@@H](COC(=O)[C@@H](CC=C)CC(=O)OC(C)(C)C)Cc1c[nH]c2ccccc12 |
| 4.5 | 5.6 | Cc1cc(C(=O)N2CCN(c3ccccc3)CC2)no1 |
| -3.5 | 3.5 | CC(=O)c1ccc(NC(=S)N(C)C2CCN(C)CC2)cc1 |
| 22.4 | -23.8 | CCOC(=O)c1c(C)[nH]c(C)c1C(=O)CSc1nc2ccccc2c(=O)n1-c1ccc(Cl)cc1 |
| 6.4 | -3.2 | Cc1nnc(SCc2ccc(F)cc2)s1 |
| -2.4 | -29.3 | COc1ccc(S(=O)(=O)N2CCOCC2)cc1C(=O)N(C)Cc1ccco1 |
| 14.6 | -22.4 | O=C(OCC(=O)N1CCOCC1)c1ccc2ccccc2c1O |
| 14.4 | -9.9 | COc1ccc(C(C(=O)NC2CCCCC2)N(C(=O)c2csnn2)C2CC2)cc1 (centres undefined) |
| 6.6 | -7.6 | Cc1ccc(C(=O)OCC(=O)N(CC(C)C)c2c(N)n(Cc3ccccc3)c(=O)[nH]c2=O)o1 |
| 6.2 | 8.2 | CCS(=O)(=O)N1CCC(C(=O)NCCCOC)CC1 |
| 21.0 | 102.7* | CC(C)(C)c1ccc(S(=O)(=O)N(CCCN2CCOCC2)Cc2cccs2)cc1 |
| 25.2 | -7.5 | COC(=O)c1[nH]c2ccc(C)cc2c1NC(=O)C1=COCCO1 |
| 27.2 | -7.9 | COc1cccc(Nc2nnc(SCN3C(=O)c4ccccc4C3=O)s2)c1 |
| 11.5 | -2.2 | O=C(Cc1c[nH]c2ccccc12)NCc1ccncc1 |
| 9.8 | -10.9 | CC(COc1cccc2ccccc12)CN1CCN(C)CC1 (centres undefined) |
| 52.9* | -13.8 | O=C(Nc1cccc(-c2cn3ccccc3n2)c1)c1ccccc1 |
| -8.4 | 5.9 | COc1cc(C2C(C#N)=C(N)Oc3c2ccc2ccccc32)ccc1OCC(=O)Nc1cccc(C)c1 (centres undefined) |
| 48.2* | -13.8 | COc1ccc([C@@H]2CC=C(C(=O)O)[C@H](c3ccc(Cl)cc3)N2S(=O)(=O)c2ccccc2C)cc1 |
| 0.9 | 5.3 | CCn1c(SCc2cccc(F)c2)nnc1-c1cccnc1 |
| 16.9 | -4.8 | O=C(NCc1ccco1)C1CC(=O)N(c2ccc(F)cc2)C1 (centres undefined) |
| 44.4 | -2.0 | O=C(Nc1ccc(Cn2cccn2)cc1)c1ccc(COc2ccccc2Br)cc1 |
| -1.8 | -21.9 | CCN(Cc1ccccc1)S(=O)(=O)c1ccc(C(=O)N(CCCN(C)C)c2nc3cc4c(cc3s2)OCO4)cc1 |
| 12.3 | -5.2 | Cc1c(Cc2ccccc2)c(=O)oc2cc(OCc3nn[nH]n3)ccc12 |
| 24.2 | -21.3 | CC(C)[C@H](NC(=O)OC(C)(C)C)C(=O)N/N=C/c1ccc2nccnc2c1 |
| 16.2 | -23.5 | COc1ccc(CCNC(=O)Nc2cc(F)c(F)cc2Cl)cc1OC |
| 12.9 | 3.6 | CC(C)CC(=O)Nc1c2c(nn1-c1ccc(F)cc1)CS(=O)(=O)C2 |
| 8.1 | -8.9 | COc1ccc(OC)c(C(=O)N2CCC(n3nccc3NC(=O)CC(C)C)CC2)c1 |
| 19.5 | -15.5 | CCOC(=O)/C=C(\C)Nc1cc(C)nn1-c1ccccc1 |
| 3.9 | -7.6 | COc1ccc(C2Nc3ccccc3C(=O)N2c2ccccc2)cc1COc1ccccn1 (centres undefined) |
| 3.2 | -10.3 | O=C(c1cc(-c2cccs2)on1)N1CCc2ccccc2C1 |
| -7.0 | 10.9 | O=C(CN1CCN(C(=O)c2ccccc2)CC1)Nc1cc(S(=O)(=O)N2CCCC2)ccc1Cl |
| 6.8 | -11.6 | CCOc1ccc(C(=O)N2CCC3(CC2)NCCc2[nH]cnc23)cc1OCC |
| -8.7 | -7.8 | CCOC(=O)C1=C(C)N(C)C(=O)NC1c1ccc2c(c1)OCO2 (centres undefined) |
| 12.8 | -4.2 | N=c1c2c(ncn1Cc1ccco1)Oc1cc(O)ccc1C2c1ccccc1 (centres undefined) |
| 24.0 | -13.0 | COc1ccc(C(CC(=O)O)NC(=O)Cc2ccccc2)cc1 (centres undefined) |
| 14.5 | 0.3 | COc1ccc(OC)c(CNc2ccc(F)c(Cl)c2)c1 |
| 7.8 | -3.2 | COc1cc(/C=N/NC(=O)CNC(=O)c2ccncc2)ccc1O |
| 0.2 | -18.5 | CC(C)c1cc(CNC(=O)c2ccc(OC3CCN(Cc4ccccn4)CC3)cc2)on1 |
| 22.0 | -24.2 | O=c1[nH]nc(Cc2ccc(Cl)cc2)c2ccccc12 |
| 9.9 | -1.5 | CCCn1c(SCC(=O)Nc2ccc3c(c2)OCO3)n[nH]c1=O |
| 14.9 | -25.2 | CCCC(O)(CCC)C(=O)NN(C(=O)OC)c1ccccc1 |
| 12.8 | -10.2 | N/C(=N\OC(=O)CCC1CCCC1)c1ccncc1 |
| 9.4 | -5.2 | CC1=C(C(=O)OC(C)C)C(c2ccc(F)cc2)NC(=O)N1 (centres undefined) |
| 19.1 | -11.6 | CSc1ccc(-c2nnn(CC(=O)NCc3ccccc3)n2)cc1 |
| 73.5* | 36.3 | CCCN1C=CC(=C/C=C(\C#N)C(=O)OCC)C=C1 |
| -8.1 | -6.3 | Cc1ccc(CNC(=O)c2c(-c3ccccc3)noc2C)cc1 |
| 6.2 | -5.8 | COc1cc(F)c(C2=CC(=O)C[C@H](c3ccc(F)cc3)C2)cc1F |
| 8.9 | -17.3 | COc1cccc(NC(=S)NC(=O)/C=C/c2ccc(F)cc2)c1 |
| 21.9 | -28.7 | CC(C)N(C(=O)COC(=O)c1cc(Cl)cc(Cl)c1N)C(C)C |
| 10.9 | -22.6 | C/C(=N\NC(=O)c1ccc(OC2CCCC2)cc1)c1ccc(C)s1 |
| 27.4 | -7.8 | CC(=O)COc1ccc2c3c(c(=O)oc2c1C)CCCCC3 |
| 11.9 | -9.2 | C[C@@H]1C=C[C@](Cc2ccccc2)(C(=O)O)N1C(=O)c1ccccc1 |

A second format for 17 compounds above:
Compound,OX1R antag-1,OX1R antag-2
COc1ccc(C(CC(=O)O)NC(=O)Cc2ccccc2)cc1 (centres undefined),24.0,-13.0
COc1ccc(OC)c(CNc2ccc(F)c(Cl)c2)c1,14.5,0.3
COc1cc(/C=N/NC(=O)CNC(=O)c2ccncc2)ccc1O,7.8,-3.2
CC(C)c1cc(CNC(=O)c2ccc(OC3CCN(Cc4ccccn4)CC3)cc2)on1,0.2,-18.5
O=c1[nH]nc(Cc2ccc(Cl)cc2)c2ccccc12,22.0,-24.2
CCCn1c(SCC(=O)Nc2ccc3c(c2)OCO3)n[nH]c1=O,9.9,-1.5
CCCC(O)(CCC)C(=O)NN(C(=O)OC)c1ccccc1,14.9,-25.2
N/C(=N\OC(=O)CCC1CCCC1)c1ccncc1,12.8,-10.2
CC1=C(C(=O)OC(C)C)C(c2ccc(F)cc2)NC(=O)N1 (centres undefined),9.4,-5.2
CSc1ccc(-c2nnn(CC(=O)NCc3ccccc3)n2)cc1,19.1,-11.6
CCCN1C=CC(=C/C=C(\C#N)C(=O)OCC)C=C1,73.5*,36.3
Cc1ccc(CNC(=O)c2c(-c3ccccc3)noc2C)cc1,-8.1,-6.3
COc1cc(F)c(C2=CC(=O)C[C@H](c3ccc(F)cc3)C2)cc1F,6.2,-5.8
COc1cccc(NC(=S)NC(=O)/C=C/c2ccc(F)cc2)c1,8.9,-17.3
CC(C)N(C(=O)COC(=O)c1cc(Cl)cc(Cl)c1N)C(C)C,21.9,-28.7
C/C(=N\NC(=O)c1ccc(OC2CCCC2)cc1)c1ccc(C)s1,10.9,-22.6
CC(=O)COc1ccc2c3c(c(=O)oc2c1C)CCCCC3,27.4,-7.8

The results go on:
| OX1R antag-1 | OX1R antag-2 | Compound |
| --- | --- | --- |
| 28.0 | -13.3 | Cc1ccccc1OCCCC(=O)Nc1ccc(Br)cc1 |
| 11.1 | -11.0 | O=C(Nc1nncs1)c1cc2c(s1)CCC2 |
| 20.1 | -6.0 | Cc1ccc(OCC(=O)c2ccc(Cl)s2)c([N+](=O)[O-])n1 |
| 3.2 | -4.2 | Cc1ccc(C(=O)OCC(=O)NCCNC(=O)COC(=O)c2ccc(C)o2)o1 |
| 13.8 | -17.2 | Cn1ncc2c(N3CCCCC3)nc(NCCCO)nc21 |
| 28.4 | -25.4 | COc1cc([N+](=O)[O-])ccc1NC(=O)CSc1nccn1C |
| 38.6 | -7.0 | Cc1ccccc1NC(=O)c1cccc2nccnc12 |
| 29.4 | -10.5 | COC(=O)c1c(-c2ccc3ccccc3c2)csc1NC(=O)Cc1ccc(OC)c(OC)c1 |
| 15.2 | -30.6 | CCOC(=O)c1oc2ccc3c(c2c1C)C(=O)CC1(CCN(C(=O)OCC)CC1)O3 |
| 1.9 | -12.6 | CCOc1ccc(S(=O)(=O)/N=C(/Nc2ccc(C)c(S(=O)(=O)N3CCOCC3)c2)c2ccccc2)cc1 |
| 11.8 | -1.6 | NC(=O)C1CCN(C(=O)CCSCc2ccc(Cl)c(Cl)c2)CC1 |
| 8.6 | -8.0 | Cc1cc(=O)oc(C)c1C(=O)NCc1ccco1 |
| 9.8 | -19.0 | O=C(Cc1ccc(Cl)cc1)Nc1ccc(N2CCCC2)cc1 |
| 0.1 | -13.8 | COc1ccc(/C=N/NC(=O)c2cccnc2)cc1 |
| 14.8 | -11.2 | COc1ccccc1C(=O)N/C(=C\c1ccc(Br)cc1)C(=O)NCCO |
| 1.3 | -47.7 | Cc1nc(NC2CCCCC2)c2nnn(Cc3ccccc3Cl)c2n1 |
| 7.9 | -14.7 | COc1ccc(S(=O)(=O)N2CCSC2c2ccccc2)cc1 (centres undefined) |
| 54.6* | 4.9 | O=C(Nc1nnc(-c2ccc3c(c2)CCCC3)o1)c1ccc(Cl)cc1Cl |
| 3.6 | -11.4 | O=C(Oc1cccc(C(=O)N2CCOCC2)c1)c1ccc(Br)cc1 |
| 12.7 | -29.6 | CCn1c(SCC(=O)N2CCN(c3ccccc3)CC2)nnc1-c1c[nH]c2ccccc12 |
| 10.3 | -12.8 | Cc1cccc(NNC(=O)C2CCC2)c1 |
| 16.4 | -14.7 | Cc1c(NC(=O)CN2CCN(c3ccccc3)CC2)c(=O)n(-c2ccccc2)n1C |
| 33.7 | -11.3 | CCc1c(C(=O)Nc2cc(C)cc(C)c2)[nH]c(C)c1C(C)=O |
| 4.1 | -28.4 | Cc1ccc(NC(=O)c2ncn(CC(=O)NCc3ccccc3)n2)cc1C |
| 4.6 | -5.9 | CN(C)S(=O)(=O)c1ccc(C(=O)Nc2nnc(SCC(=O)NCC3CCCO3)s2)cc1 (centres undefined) |
| 4.1 | -6.8 | OCc1cc(-c2ccc(Cl)c(Cl)c2)on1 |
| 18.5 | -26.8 | COCCN(C(=O)CCC(=O)Nc1nccs1)C(C(=O)NC(C)(C)C)c1ccc(F)cc1 (centres undefined) |
| 5.8 | -22.1 | CCOc1ccc(N(CC(=O)NCCc2ccc(Cl)cc2)S(=O)(=O)c2c(C)[nH]c(=O)[nH]c2=O)cc1 |
| 65.4 | -13.0 | COc1ccccc1CNC(=O)CN1C(=O)c2ccc([N+](=O)[O-])cc2C1=O |
| 15.3 | 5.3 | COc1ccccc1/C=N/n1c(C)nnc1-n1nc(C)cc1C |
| 10.3 | -25.9 | COc1ccc(Cc2nnc(NC(=O)c3cc(OC)c(OC)c(OC)c3)s2)cc1OC |
| 14.2 | -29.9 | CC(C)CNC(=O)CSc1nc(-c2cccs2)cc(C(F)(F)F)n1 |
| 29.0 | -26.6 | CCOC(=O)Cc1cc(=O)[nH]c(/N=C(\N)Nc2ccc(C)c(C)c2)n1 |
| -5.7 | 0.3 | O=C1CC(N2CCN(c3ccc(O)cc3)CC2)C(=O)N1c1ccc2c(c1)OCO2 (centres undefined) |
| 32.8 | 6.1 | COc1ccc2nc(C)cc(SCC(=O)NNC(=O)COc3ccc(C)cc3)c2c1 |
| 7.2 | -38.9 | COc1ccc(OC)c(/C=N/NC(=O)CCN2CCN(C(c3ccccc3)c3ccccc3)CC2)c1 |
| 10.7 | -19.5 | Cc1cccc(CSC2=NCCN2C(=O)c2ccc(S(=O)(=O)N(C)C)cc2)c1 |
| 7.4 | -23.0 | Cc1nc(CN2CCN(C(=O)CCc3nnc(Cc4c[nH]c5ccccc45)o3)CC2)cs1 |
| 2.0 | 4.8 | CN(C(=O)c1cc(COc2c(F)cccc2F)on1)C1CCOC1 (centres undefined) |
| 1.4 | -19.8 | COc1ccc(C(C(=O)NCC2CCCO2)N(C(=O)Cn2nnc3ccccc32)c2ccc(NC(C)=O)cc2)c(OC)c1 (centres undefined) |
| 11.8 | -27.4 | CC(C)C(c1nnnn1Cc1ccc(F)cc1)N1CCN(Cc2ccc3c(c2)OCO3)CC1 (centres undefined) |

Screening results deposited in PubChem by The Scripps Research Institute Molecular Screening Center.

Outcome played no part in choosing rows, and some 2.1% of all compounds hit somewhere here.
